# Assay outcomes from PubChem.
# TAAR1 agonist: human TAAR1 agonists, primary screen, Fluo-8 calcium fluorescence, CHO RD-HGA16 cells | Trace amine-associated receptor 1 (Homo sapiens), Q96RJ0 | vehicle wells 0%, saturating PEA agonist 100% | activation, % at 3 µM | 360,000 tested, 0.99% active | AID 624467, 2012;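 active means activation above the mean activation of all test compounds in the run plus 3 SD, cut at about 38% in these data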
#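 System: CHO RD-HGA16 cells carrying human TAAR1 plus Gα16; Incubation: 17-24 h seeding, 75 min 37 °C dye, 30 min RT; Measured by: Fluo-8 fluorescence, 5 s baseline then 140 s kinetic read; Control set: DMSO and PEA EC100; Replication: single well for each compound.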
# CHO-K1 Ca PAM: nonselective calcium activators in parental CHO-K1 cells, primary screen, counter-screen for M1 PAM project, cell-based, Fluo-8 calcium fluorescence, full deck, 1536-well | ATP EC20; 0% at ATP EC20, 100% at ATP max | activation, % at 3 µM | 360,000 tested, 0.02% active | AID 602247, 2012;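 active means activation above the run cutoff, the mean activation of all test compounds plus 3 SD, cut at about 40% in these data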;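 further: peak over basal fluorescence ratio in a 140 s read after ATP addition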
# CHO parental Ca: ATP-evoked calcium signal inhibitors, parental CHO, primary screen, counter-screen for OX1R antagonist project, cell-based, fluorescence, Fluo-8 calcium dye; parental CHO-K1, ATP-induced calcium, Fluo-8 fluorescence; AID 463079, 2010; inhibition, % at 5.6 µM; 330,000 tested, 0.63% active;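 active means inhibition above that plate's mean sample inhibition plus 3 SD, cut at about 26% in these data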;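 further: 0% = ATP-challenged DMSO wells and 100% = DMSO wells without ATP; some compounds past the cut are filed as inactive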
#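 Assay system – parental CHO cells · Reagent – ATP stimulus · Detection – intracellular calcium via Fluo-8 no-wash fluorescent dye · Evaluation – percent inhibition of ATP-evoked calcium rise, normalized to controls · Controls – ATP wells versus no-ATP DMSO wells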
# CHRM1 agonist: human M1 muscarinic receptor agonists, primary screen, Fluo-8 calcium fluorescence, CHO-K1 cells, HTS. Muscarinic acetylcholine receptor M1 (Homo sapiens), P11229. CHO-K1 hM1, agonist mode; 0% DMSO, 100% acetylcholine EC100. activation, % at 3 µM. 360,000 tested, 0.33% active;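 active means activation above the run's mean compound activation plus 3 SD, cut at about 16% in these data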;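 further: peak over basal fluorescence ratio within a 140 s kinetic read after compound addition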
# Target sequence (P11229 whole entry, looked up): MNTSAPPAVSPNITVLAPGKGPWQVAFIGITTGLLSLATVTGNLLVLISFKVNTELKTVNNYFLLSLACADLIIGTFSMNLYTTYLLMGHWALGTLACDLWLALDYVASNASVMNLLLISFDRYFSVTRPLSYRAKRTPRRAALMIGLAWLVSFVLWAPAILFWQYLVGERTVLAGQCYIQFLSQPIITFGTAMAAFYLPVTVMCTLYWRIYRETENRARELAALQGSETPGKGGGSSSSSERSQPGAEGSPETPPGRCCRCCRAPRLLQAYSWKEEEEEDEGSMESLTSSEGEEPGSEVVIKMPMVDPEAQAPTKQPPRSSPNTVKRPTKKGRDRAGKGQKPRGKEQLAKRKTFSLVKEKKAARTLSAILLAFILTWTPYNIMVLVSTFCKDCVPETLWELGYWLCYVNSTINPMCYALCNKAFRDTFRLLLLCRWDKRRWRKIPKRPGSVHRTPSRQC
# CHRM1 antagonist: human M1 muscarinic receptor antagonists, primary screen, CHO-K1 cells, Fluo-8 calcium fluorescence, 1536-well. CHO-K1 hM1, ACh EC80 antagonist. inhibition, % at 3 µM. 360,000 tested, 1.3% active;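 active means percent inhibition above its own plate's cutoff, namely the mean of that plate's compound wells plus 3 SD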;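 further: peak over basal fluorescence ratio during 140 s after agonist addition; 0% = ACh EC80 plus DMSO and 100% = DMSO alone without agonist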
# CHO-K1 Ca ag: counter-screen for M1 agonists: effect in parental CHO-K1 cells | Fluo-8 calcium fluorescence; scaled to maximal ATP response, vehicle zero | activation, % at 3 µM | 360,000 tested, 0.48% active | AID 602248, 2012; in the data active means activation above about 15%;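 further: untransfected CHO-K1 host cells lacking M1 receptor as counterscreen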
# TAAR1 antag: human TAAR1 antagonists, primary screen, Fluo-8 calcium fluorescence, CHO RD-HGA16 cells | 360,000 tested, 1.5% active | AID 624466, 2012 | Trace amine-associated receptor 1 (Homo sapiens), Q96RJ0 | inhibition, % at 3 µM | antagonist;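 active means inhibition above a per-plate cutoff, the mean inhibition of test compounds on that plate plus 3 SD, cut at about 49% in these data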;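 further: 0% = DMSO plus EC80 beta-PEA response and 100% = DMSO alone without agonist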
#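 Assay system: CHO-derived RD-HGA16 cells stably expressing human TAAR1 plus Gα16. Timing: 140 s kinetic read after compound, 140 s after agonist. Technique: kinetic Fluo-8 calcium fluorescence measurement. Measure: % inhibition of agonist calcium response.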
# OXTR potentiate: human OXTR potentiators, primary screen, fluorescence, CHO-OTR cells, Fluo-8 calcium. 320,000 tested, 0.061% active. AID 2445, 2010. activation, % at 3 µM. Fluo-8 calcium fluorescence, potentiator mode; 0% = oxytocin EC15, 100% = EC100;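 active means activation above that plate's cutoff, the mean activation of tested compounds plus 3 SD, cut at about 6.6% in these data, passing the limit was not always enough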;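 further: 100% uses oxytocin at 75 nM as the full agonist control; some results filed as inactive read as strong as hits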
# Target sequence (P30559 whole entry, looked up): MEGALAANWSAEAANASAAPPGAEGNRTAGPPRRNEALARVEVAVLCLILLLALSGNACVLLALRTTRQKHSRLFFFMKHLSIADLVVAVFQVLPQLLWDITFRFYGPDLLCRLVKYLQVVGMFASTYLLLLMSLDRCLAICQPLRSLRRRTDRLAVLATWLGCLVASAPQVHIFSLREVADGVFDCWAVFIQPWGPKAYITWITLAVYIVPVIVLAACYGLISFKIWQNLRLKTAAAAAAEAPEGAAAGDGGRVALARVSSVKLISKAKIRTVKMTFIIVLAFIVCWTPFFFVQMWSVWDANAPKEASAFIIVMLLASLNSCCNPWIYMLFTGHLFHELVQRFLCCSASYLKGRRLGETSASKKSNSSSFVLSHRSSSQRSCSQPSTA
#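 Assay system: CHO cell line stably expressing human OTR. Reagent: EC15 oxytocin agonist. Dosing: single dose, 3.0 µM nominal final compound concentration. Timing: compound 6 min at room temperature before oxytocin, 100 s read. Signal: kinetic Fluo-8 calcium fluorescence. Controls: oxytocin EC15 low and EC100 high.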
# CHO-K1 Ca antag: M1 antagonist counterscreen hit in parental CHO-K1 cells; ATP-induced calcium, Fluo-8 fluorescence; inhibition, % at 3 µM; 360,000 tested, 0.6% active;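 active means inhibition above a per-plate cutoff, the plate's mean sample inhibition plus 3 SD, cut at about 24% in these data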;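 further: 0% = DMSO plus EC80 ATP and 100% = DMSO alone without ATP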
# Numbers without * were called inactive; x = not tested or not shown.
nr | molecule | TAAR1 agonist | CHO-K1 Ca PAM | CHO parental Ca | CHRM1 agonist | CHRM1 antagonist | CHO-K1 Ca ag | TAAR1 antag | OXTR potentiate | CHO-K1 Ca antag
1 | O=C(NCCc1c[nH]c2ccccc12)C1CCN(Cc2ccc(Br)cc2)CC1 | 18 | -3 | -15 | -5 | -15 | 2.4 | 3 | -16 | -4
2 | COc1cc(/C=C2/N=C(c3ccccc3F)OC2=O)cc(Cl)c1OS(C)(=O)=O | 2 | 17 | -10 | -1 | 4 | 0.5 | -10 | 4 | 0
3 | O=C(c1ccccc1)C(CCc1ccccn1)CCc1ccccn1 | 5 | -23 | x | -6 | -7 | 0.5 | 11 | x | 7
4 | CCOC(=O)CC1=C(C(=O)OCC)C(c2ccc(C)o2)C(C#N)=C(N)O1 (configuration not stated) | 5 | 15 | 1 | -2 | -7 | 0.6 | 9 | -8 | -10
5 | COc1ccc([N+](=O)[O-])cc1NC(=O)CSCc1ccccc1 | 0 | 4 | -21 | -7 | 1 | 0.9 | 12 | -1 | -8
6 | CC1(C(=O)Nc2cccc(OC(F)(F)F)c2)Cc2c(-c3ccc(C(N)=O)cc3)ccnc2O1 (configuration not stated) | 24 | 13 | x | -3 | -2 | 1.1 | 9 | x | -4
7 | O=C(Oc1cccc(C(=S)N2CCOCC2)c1)c1cc([N+](=O)[O-])cc([N+](=O)[O-])c1 | -1 | -12 | -8 | 0 | -6 | -0.4 | -3 | -12 | 2
8 | CCOC(=O)COc1cccc2c(=O)n(CC(=O)N3CCc4ccccc43)ccc12 | -1 | 12 | -9 | -5 | -16 | 0.9 | -5 | -4 | 1
9 | COc1ccccc1CNC(=O)CSc1nnc2c(Cl)cc(C(F)(F)F)cn12 | 0 | 22 | -14 | -11 | -16 | 11 | -16 | 1 | 1
10 | CCOc1ccc(-c2ccc(/C=C3/C(=N)N4C(C)=CSC4=NC3=O)o2)c([N+](=O)[O-])c1 | 12 | 19 | 0 | -5 | 3 | 4.6 | 59* | -4 | -10
11 | CC1CCCCC12NC(=O)N(CC(=O)OCc1c(F)cccc1Cl)C2=O (configuration not stated) | 3 | 1 | -23 | -3 | -3 | 22* | 5 | 3 | -2
12 | CC1Oc2ccc(C#N)cc2N(Cc2cccc(F)c2)C1=O (configuration not stated) | 6 | 9 | x | -9 | -13 | 0.6 | -30 | x | -16
13 | COC(=O)N/N=C/c1ccc([N+](=O)[O-])o1 | 6 | 7 | -7 | -2 | 6 | 0.1 | -7 | 4 | 13
14 | O=C(CN(Cc1ccccc1)C(=O)CCC(=O)Nc1ccccn1)NCc1ccco1 | 8 | 9 | -13 | -4 | -6 | 1.1 | -7 | 2 | -5
15 | COc1ccccc1-n1c(SCC(=O)NC2CC2)nc2ccccc2c1=O | 2 | -11 | -7 | -1 | 10 | -0.7 | 10 | -5 | 10
16 | Cc1ccc(OCCN2C(=O)CSC2=O)cc1 | 3 | 13 | -9 | -5 | 3 | 0.3 | -8 | -4 | -4
17 | CS(=O)(=O)N(CC(=O)NCCSc1ccccn1)c1ccc(F)cc1 | 8 | -6 | -14 | -2 | -14 | -0.5 | -24 | -8 | 0
18 | O=C(CNS(=O)(=O)c1ccccc1)OCC(=O)c1ccccc1Cl | -1 | -2 | -2 | -2 | -5 | 0.4 | -21 | -4 | -6
19 | COc1ccc(NC(=S)N(CCN2CCOCC2)Cc2cc3cc4c(cc3[nH]c2=O)OCCO4)cc1 | 9 | 10 | -32 | -6 | -14 | 0.1 | -13 | -5 | -15
20 | O=C(O)c1cnn2c1NC(c1cccs1)CC2C(F)(F)F (configuration not stated) | 11 | 16 | -9 | -1 | -5 | 2.7 | -1 | -13 | -6

# Ordered by value in OXTR potentiate (smallest number first): 3 of the compounds above.
item	SMILES	OXTR potentiate
4	CCOC(=O)CC1=C(C(=O)OCC)C(c2ccc(C)o2)C(C#N)=C(N)O1 (configuration not stated)	-8
10	CCOc1ccc(-c2ccc(/C=C3/C(=N)N4C(C)=CSC4=NC3=O)o2)c([N+](=O)[O-])c1	-4
11	CC1CCCCC12NC(=O)N(CC(=O)OCc1c(F)cccc1Cl)C2=O (configuration not stated)	3

# 3 entries picked at random from those above, as already listed:
nr | molecule | TAAR1 agonist | CHO-K1 Ca PAM | CHO parental Ca | CHRM1 agonist | CHRM1 antagonist | CHO-K1 Ca ag | TAAR1 antag | OXTR potentiate | CHO-K1 Ca antag
17 | CS(=O)(=O)N(CC(=O)NCCSc1ccccn1)c1ccc(F)cc1 | 8 | -6 | -14 | -2 | -14 | -0.5 | -24 | -8 | 0
9 | COc1ccccc1CNC(=O)CSc1nnc2c(Cl)cc(C(F)(F)F)cn12 | 0 | 22 | -14 | -11 | -16 | 11 | -16 | 1 | 1
7 | O=C(Oc1cccc(C(=S)N2CCOCC2)c1)c1cc([N+](=O)[O-])cc([N+](=O)[O-])c1 | -1 | -12 | -8 | 0 | -6 | -0.4 | -3 | -12 | 2

# Copied from above: nos. 1–5
nr | molecule | TAAR1 agonist | CHO-K1 Ca PAM | CHO parental Ca | CHRM1 agonist | CHRM1 antagonist | CHO-K1 Ca ag | TAAR1 antag | OXTR potentiate | CHO-K1 Ca antag
1 | O=C(NCCc1c[nH]c2ccccc12)C1CCN(Cc2ccc(Br)cc2)CC1 | 18 | -3 | -15 | -5 | -15 | 2.4 | 3 | -16 | -4
2 | COc1cc(/C=C2/N=C(c3ccccc3F)OC2=O)cc(Cl)c1OS(C)(=O)=O | 2 | 17 | -10 | -1 | 4 | 0.5 | -10 | 4 | 0
3 | O=C(c1ccccc1)C(CCc1ccccn1)CCc1ccccn1 | 5 | -23 | x | -6 | -7 | 0.5 | 11 | x | 7
4 | CCOC(=O)CC1=C(C(=O)OCC)C(c2ccc(C)o2)C(C#N)=C(N)O1 (configuration not stated) | 5 | 15 | 1 | -2 | -7 | 0.6 | 9 | -8 | -10
5 | COc1ccc([N+](=O)[O-])cc1NC(=O)CSCc1ccccc1 | 0 | 4 | -21 | -7 | 1 | 0.9 | 12 | -1 | -8

# Next part:
nr | molecule | TAAR1 agonist | CHO-K1 Ca PAM | CHO parental Ca | CHRM1 agonist | CHRM1 antagonist | CHO-K1 Ca ag | TAAR1 antag | OXTR potentiate | CHO-K1 Ca antag
21 | Cc1nc2cc(N)ccc2n1C1CCCCC1 | 4 | 11 | -22 | -5 | -2 | 1.6 | 5 | -7 | -10
22 | CN(N=Nc1ccccc1C(=O)O)C1CCCCC1 | 1 | 15 | x | -3 | -15 | 1.3 | -14 | x | -5
23 | Cc1ccc(NC(=O)CSc2n[nH]c(N)n2)cc1S(=O)(=O)N1CCOCC1 | 0 | 19 | -5 | -2 | -5 | 1.0 | -11 | 2 | -17
24 | [O-][N+]1=C(c2cccs2)CN(O)C1 | 14 | 15 | -10 | 3 | -25 | 1.2 | -3 | 10 | 0
25 | COc1cccc(CNC(=O)CCCCCNC(=O)N2CCn3c2nc2ccccc23)c1 | 0 | -6 | -20 | -3 | -5 | 2.0 | 5 | 2 | -11
26 | CC(C)NC(=O)CN1CCN(C(=O)c2ccc3oc(CCCc4ccccc4)nc3c2)CC1 | 10 | 5 | -7 | -2 | -17 | 1.1 | -20 | -10 | -4
27 | Cc1ccc(S(=O)(=O)N2CCN(Cc3nc4ccccc4[nH]3)CC2)cc1C | 6 | 22 | -28 | -3 | -9 | 1.8 | 6 | -21 | -8
28 | COc1cccc(C(C)NC(=S)NCc2ccc(F)cc2)c1 (configuration not stated) | 5 | 13 | -3 | 2 | 7 | 7.7 | 6 | -17 | -14
29 | CCn1c(SC)nc2cc(S(=O)(=O)N3CCCCC3)ccc21 | 3 | 8 | -21 | -2 | -7 | 0.1 | 5 | -7 | -13
30 | COc1ccccc1Cn1nnc2c(=O)[nH]c(C3CCN(C(=O)c4ccccc4Cl)CC3)nc21 | -1 | 15 | -10 | -5 | 3 | 0.7 | -20 | 1 | -4
31 | CCN(CCCNC(=O)CCNC(=O)Cn1ccc2ccccc2c1=O)c1ccccc1 | -1 | 11 | x | -9 | -7 | 0.0 | -7 | x | -3
32 | COc1cccc(-c2nnc(NC(=O)c3ccc(S(=O)(=O)N4CCOCC4)cc3)o2)c1 | x | 12 | -10 | -3 | -24 | 0.1 | x | -4 | -10
33 | COc1ccc(Cl)cc1NC(=O)CN(C)C(=O)c1ccc2c(c1)CC(c1ccccc1)OC2=O (configuration not stated) | 22 | 4 | -11 | -2 | 12 | 5.8 | 65* | -4 | -14
34 | Cn1c(SCC(=O)Nc2nccs2)nnc1C12CC3CC(CC(C3)C1)C2 | 6 | -12 | -25 | -9 | 4 | -0.1 | 7 | -2 | 21
35 | Cc1c(Nc2nc3ccccc3n3cnnc23)cccc1[N+](=O)[O-] | 3 | -1 | -6 | -2 | -8 | 0.6 | -5 | -3 | -15
36 | Cc1cc(/C=C2/C(=N)N3C(=NC2=O)SN=C3S(C)(=O)=O)c(C)n1-c1ccc(F)cc1 | 4 | -6 | 0 | -9 | 1 | 0.3 | 8 | -13 | 3
37 | COc1ccc(C(=O)N2CCCC(c3cc(C(=O)NCc4ccccc4)no3)C2)cc1 (configuration not stated) | 3 | 14 | x | -1 | -10 | 0.9 | -19 | x | -9
38 | COc1ccc(S(=O)(=O)N[C@@H](Cc2ccccc2)C(=O)N2CC[C@@]3(O)CCCC[C@H]3C2)cc1 | 14 | 15 | -6 | -1 | -21 | 3.2 | 35 | -14 | -3
39 | Cc1cccn2c(=O)c(C(=O)NC3CCCCC3)c(O)nc12 | 1 | -3 | -17 | -2 | 0 | -0.1 | -8 | -10 | -9
40 | NC(=S)Nc1cc2ccccc2c2ccccc12 | 12 | 21 | -5 | -6 | -7 | 0.1 | -2 | -2 | -6
